Compound activity as filed in PubChem.
STAT3 act – IL-6 driven STAT3 reporter potentiators, primary screen, U3A cells, luciferase, luminescence, MLSCN library | IL-6 STAT3-luciferase reporter; 100% = signal with IL-6 EC80 alone | activation (% of control), % at 5.6 µM | AID 871, 2007 | 0.91% of 190,000 active;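 active = activation above the screen-wide mean of compound activation plus 3 SD, cut at about 130% in these data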;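 also: 0% = background luminescence of wells with medium and substrate only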
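System – human U3A cells carrying STAT3-luciferase construct · Probe or stimulus – Interleukin-6, 33 ng/mL · Schedule – compound 1 h, then IL-6 6 h at 37 °C · Signal – luminescence from STAT3-driven luciferase reporter · Evaluation – percent of IL-6-only median luminescence · Benchmarks – IL-6-only high control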
SRC2 TRFRET art – TR-FRET signal artefacts, primary screen, artefact control for PPARgamma SRC-2 agonist project, biochemical; TR-FRET artefact counter-screen; active compounds read high; TR-FRET ratio at 8 µM; 0.4% of 200,000 active; AID 1049, 2008; in the data active = TR-FRET ratio above about 2000; also: inactives centre near 1500
bIAP inh – bovine intestinal alkaline phosphatase inhibitors, primary screen, selectivity assay for TNAP inhibitor project, biochemical, bovine IAP, CDP-star luminescence; 190,000 tested, under 10 active; inhibition, % at 20 µM; alkaline phosphatase, intestinal [Bos taurus]; purified bovine IAP, 30 min;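 active = over 50% inhibition of intestinal alkaline phosphatase at 20 µM in the single-dose screen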
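System: Purified bovine intestinal alkaline phosphatase (IAP) enzyme | Input: IAP diluted 1/65,000,000 in the well | Also added: CDP-star chemiluminescent phosphatase substrate, 30 µM final | Dosing: 20 µM single dose | Times: Enzyme reaction for 30 min at room temperature | Detection: Luminescence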
STAT1 blocker – STAT1 signaling inhibitors, primary screen, cell-based, HTS, luciferase reporter; 0.35% of 200,000 active; NIH 3T3 STAT1-luciferase reporter, IFN-gamma, luminescence; inhibition, % at 5.5 µM; AID 920, 2007;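 active = inhibition above a set limit, the mean inhibition across all tested compounds plus 3 SD, cut at about 34% in these data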;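 also: 0% = IFN-gamma with DMSO and 100% = IFN-gamma with 300 µM nifuroxazide; values of inactives mirror those of a sister screen read the other way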
PPARg SRC-1 ag – PPARgamma agonists recruiting SRC-1 coactivator, primary screen, biochemical. 0.41% of 200,000 active. Peroxisome proliferator-activated receptor gamma (Homo sapiens), P37231. activation, % at 8 µM. AID 631, 2007. PPARgamma-SRC-1 coactivator recruitment biochemical assay; in the data active = activation above about 19%;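 also: 0% = DMSO and 100% = reference agonist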
Target sequence (P37231 whole entry, looked up): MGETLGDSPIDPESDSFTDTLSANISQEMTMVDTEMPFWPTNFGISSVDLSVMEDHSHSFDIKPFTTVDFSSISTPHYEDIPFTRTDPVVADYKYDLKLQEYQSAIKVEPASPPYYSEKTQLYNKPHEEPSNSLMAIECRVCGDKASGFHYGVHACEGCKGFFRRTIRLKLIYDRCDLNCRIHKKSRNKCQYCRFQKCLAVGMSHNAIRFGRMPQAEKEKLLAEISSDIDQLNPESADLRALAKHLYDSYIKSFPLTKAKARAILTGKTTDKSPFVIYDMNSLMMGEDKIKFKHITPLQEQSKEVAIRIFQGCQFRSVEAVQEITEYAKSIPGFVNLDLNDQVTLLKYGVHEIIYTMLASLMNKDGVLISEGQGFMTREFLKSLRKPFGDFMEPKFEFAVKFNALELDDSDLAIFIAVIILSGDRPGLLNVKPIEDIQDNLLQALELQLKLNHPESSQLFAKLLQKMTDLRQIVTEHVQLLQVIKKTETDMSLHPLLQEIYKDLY
PPARg SRC3 recr – PPARgamma agonists recruiting SRC-3 coactivator, primary screen, biochemical | biochemical PPARgamma/SRC-3 coactivator recruitment assay | Peroxisome proliferator-activated receptor gamma (Homo sapiens), P37231 | 0.26% of 200,000 active | activation, % at 8 µM; in the data active = activation above about 23%;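 also: 0% = DMSO and 100% = reference agonist; some compounds past the cut are filed as inactive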
ROMK primary – ROMK potassium channel modulators, primary screen, cell-based, thallium flux, MLSMR library; 2% of 130,000 active; Tet-inducible ROMK, thallium flux fluorescence; actives lie on both sides; B-score at 10 µM; AID 1918, 2009; ATP-sensitive inward rectifier potassium channel 1 (Homo sapiens), P48048;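 active = signal ratio slope over the read window, or its plate-corrected B-score, at least 3 SD from the plate mean, either direction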;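 also: B-score of the F/F0 ratio slope over 7 to 12 s after thallium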
bIAP act – bovine intestinal alkaline phosphatase activators, primary screen, biochemical, bovine IAP, CDP-star luminescence; activation factor at 20 µM; purified bovine IAP, 30 min; active compounds read high; fold of DMSO-control signal, blank-subtracted; AID 1016, 2008; 0.17% of 200,000 active;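 active = activation factor of 2 or more at 20 µM, a signal rise over negative controls twice the positive control's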
PPARg SRC2 recr – agonists of PPARg-SRC-2 recruitment, primary screen, biochemical, HTS; Peroxisome proliferator-activated receptor gamma (Homo sapiens), P37231; PPARgamma LBD-SRC-2 recruitment; activation, % at 8 µM; 0.34% of 200,000 active; in the data active = activation above about 22%;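 also: 0% = vehicle and 100% = reference agonist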
STAT3 blocker – IL-6 driven STAT3 reporter inhibitors, primary screen, U3A cells, luciferase, luminescence, MLSCN library; IL-6 STAT3-luciferase reporter; host cell line lacks STAT1; inhibition, % at 5.5 µM; 0.89% of 190,000 active;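 active = inhibition above the mean inhibition across all screened compounds plus 3 SD, cut at about 44% in these data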;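 also: 0% = DMSO only wells and 100% = 100 µM nifuroxazide control wells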
TNAP act hiacc – TNAP activators at high phosphate acceptor level, primary screen, biochemical, luminescence, uHTS; purified TNAP, CDP-star luminescence, 1 M DEA, 30 min; active compounds read high; 0 = EDTA background, 1 = DMSO-only activity; activation factor at 20 µM; 200,000 tested, under 10 active; AID 1136, 2008;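 active = activation factor at least 2 at 20 µM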
Target sequence (P05186 whole entry, looked up): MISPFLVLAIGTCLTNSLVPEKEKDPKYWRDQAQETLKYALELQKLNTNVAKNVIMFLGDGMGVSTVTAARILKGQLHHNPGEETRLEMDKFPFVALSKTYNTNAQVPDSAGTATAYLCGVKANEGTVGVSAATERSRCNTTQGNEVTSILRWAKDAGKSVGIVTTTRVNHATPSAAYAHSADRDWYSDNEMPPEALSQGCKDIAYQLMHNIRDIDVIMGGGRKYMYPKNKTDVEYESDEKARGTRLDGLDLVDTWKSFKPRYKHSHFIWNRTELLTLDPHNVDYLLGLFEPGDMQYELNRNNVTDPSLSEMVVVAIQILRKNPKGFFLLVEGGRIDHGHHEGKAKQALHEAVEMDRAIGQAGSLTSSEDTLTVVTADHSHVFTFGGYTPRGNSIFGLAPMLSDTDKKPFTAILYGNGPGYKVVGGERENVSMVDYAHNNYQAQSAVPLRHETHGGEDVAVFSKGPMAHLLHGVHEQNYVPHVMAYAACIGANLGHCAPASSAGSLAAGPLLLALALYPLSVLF
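system = human TNAP | amount = enzyme diluted 1/800 final | reagent = 100 µM CDP-star substrate | signal = luminescent substrate turnover signal | dosing = one dose, 20 µM | benchmarks = EDTA negative control, DMSO positive control | measure = activation factor | timing = 30 min reaction, room temperature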
* = called active by the depositor; · = not tested or not shown.

SMILES	STAT3 act	SRC2 TRFRET art	bIAP inh	STAT1 blocker	PPARg SRC-1 ag	PPARg SRC3 recr	ROMK primary	bIAP act	PPARg SRC2 recr	STAT3 blocker	TNAP act hiacc
COc1cccc(C(C)NC(=O)Nc2ccccc2Cl)c1 (stereo unspecified)	96.1	1394	-37.7	4.6	-6.9	1.9	-0.42	1.4	-2.2	11.2	1
CC(=O)Cc1ccccc1OCC(=O)O	102.7	1467	1.0	-0.3	-2.8	1.2	·	1	2.4	1.0	1
CC(C)(C)C(=O)Nc1nnc(SCC(=O)NCc2ccco2)s1	97.7	1609	12.9	3.8	12.8	0.0	·	0.9	-3.0	-2.2	1
Cc1ccc(S(=O)(=O)/C(=C/Cl)NC(=O)c2ccccc2)cc1	92.0	1500	49.7	25.3	-4.7	-0.3	-0.00356	0.5	-6.9	7.7	1
O=C(NCc1ccc2c(c1)OCO2)c1ccc2c(c1)N(Cc1c(F)cccc1Cl)C(=O)CS2	88.7	1770	20.0	12.9	2.6	0.3	-0.937	0.8	16.4	11.9	1.1
COc1ccc(N2C(=O)CC(N3CCN(c4ccccc4F)CC3)C2=O)cc1 (stereo unspecified)	90.8	1497	7.9	5.9	4.1	7.0	·	0.9	8.5	14.0	1
COC(=O)C1=C(C)N(Cc2ccc(C)cc2)C(=O)C1	109.7	1427	-5.1	9.2	2.6	-6.6	·	1.1	6.5	-1.0	1
COc1ccc(/C=C2\CCCC3C2=NN(C(=O)COC(=O)CNC(=O)c2ccccc2)C3c2ccc(OC)cc2)cc1 (stereo unspecified)	93.8	1680	-0.1	12.3	5.3	21.3	-0.448	1	3.7	6.0	1.1
COc1ccc(CCN2CN(S(=O)(=O)c3ccc(OC)cc3)c3nc4ccccc4nc32)cc1	95.0	1464	28.7	-5.9	6.9	5.4	0.0508	0.7	0.9	4.0	1
CCOC(=O)c1ccc(NC(=O)c2ccc(C)c(S(=O)(=O)N3CCOCC3)c2)cc1	39.7	1637	5.4	7.8	1.4	-6.8	-0.0358	0.9	-1.0	72.2*	1.1
Cn1c(=O)c2c(nc(OCc3cccnc3)n2Cc2c(F)cccc2Cl)n(C)c1=O	105.2	1476	9.0	1.9	8.4	7.1	·	0.9	10.3	-4.3	1
CCOC(=O)C1CCN(c2nc(C)cc(C)c2C#N)CC1	81.3	1725	9.1	5.9	3.3	-2.2	0.415	0.9	2.0	25.6	1.1
C=CCc1cc(OC)ccc1OCCOCCC(C(=O)OCC)C(=O)OCC	106.6	1346	17.5	-8.0	2.3	-1.5	0.787	0.8	0.9	-10.8	1
CC1CCCCN1CCCNC(=O)C1CCN(c2nc3ccccc3o2)CC1 (stereo unspecified)	96.1	1641	-10.1	4.4	0.7	3.4	·	1.1	0.0	4.9	1
CN(C)S(=O)(=O)NCCNc1ccc(C(F)(F)F)cc1[N+](=O)[O-]	96.5	1553	12.1	-7.9	7.6	3.9	·	0.9	2.4	10.9	1
CCOC(=O)c1[nH]ncc1CN1CCCC(C(=O)c2cccc3ccccc23)C1 (stereo unspecified)	97.7	1627	-19.8	-0.1	1.2	-0.8	-0.715	1.2	3.9	8.4	1
COc1ccc2[nH]c(=O)c(CN(CC3CCCO3)C(=O)Nc3ccccc3)cc2c1 (stereo unspecified)	95.4	1316	9.7	2.2	-8.6	-8.3	·	0.9	0.0	10.7	1
O=C(CSc1nc2ccccc2c(=O)n1Cc1ccco1)NCc1ccco1	96.6	1624	-20.7	8.5	1.4	1.6	-0.0179	1.2	4.8	5.5	1
O=C(Nc1ccc(F)c(Cl)c1)N1CCCC1	97.3	1596	8.5	-11.1	12.0	3.3	0.0121	0.9	11.0	8.5	1.1
O=C(Nc1ccccc1Cl)c1cccc(NS(=O)(=O)c2ccccc2)c1	85.3	1394	12.8	-3.0	-1.9	-7.2	·	0.9	-2.9	23.8	1

Compounds listed so far with four or more nitrogen atoms:
SMILES	STAT3 act	SRC2 TRFRET art	bIAP inh	STAT1 blocker	PPARg SRC-1 ag	PPARg SRC3 recr	ROMK primary	bIAP act	PPARg SRC2 recr	STAT3 blocker	TNAP act hiacc
CC(C)(C)C(=O)Nc1nnc(SCC(=O)NCc2ccco2)s1	97.7	1609	12.9	3.8	12.8	0.0	·	0.9	-3.0	-2.2	1
COc1ccc(CCN2CN(S(=O)(=O)c3ccc(OC)cc3)c3nc4ccccc4nc32)cc1	95.0	1464	28.7	-5.9	6.9	5.4	0.0508	0.7	0.9	4.0	1
Cn1c(=O)c2c(nc(OCc3cccnc3)n2Cc2c(F)cccc2Cl)n(C)c1=O	105.2	1476	9.0	1.9	8.4	7.1	·	0.9	10.3	-4.3	1
CC1CCCCN1CCCNC(=O)C1CCN(c2nc3ccccc3o2)CC1 (stereo unspecified)	96.1	1641	-10.1	4.4	0.7	3.4	·	1.1	0.0	4.9	1
CN(C)S(=O)(=O)NCCNc1ccc(C(F)(F)F)cc1[N+](=O)[O-]	96.5	1553	12.1	-7.9	7.6	3.9	·	0.9	2.4	10.9	1

(more compounds)
SMILES	STAT3 act	SRC2 TRFRET art	bIAP inh	STAT1 blocker	PPARg SRC-1 ag	PPARg SRC3 recr	ROMK primary	bIAP act	PPARg SRC2 recr	STAT3 blocker	TNAP act hiacc
CC1(C(=O)OCC(=O)Nc2ccc(C(N)=O)cc2)CC1(Cl)Cl (stereo unspecified)	93.3	1435	-20.7	-4.0	-5.3	2.8	0.975	1.2	6.4	11.6	1
COc1ncnc2c1sc1nc(-c3ccccc3)c3c(c12)CCCC3	105.2	1703	7.7	4.3	10.3	2.0	·	0.9	2.1	-2.8	1
COc1cccc(C(c2sc3ncnn3c2O)N2CC(C)OC(C)C2)c1 (stereo unspecified)	97.6	1479	-22.9	-9.8	2.0	10.6	·	1.2	1.4	8.1	1
Cc1ccc(O)c(CCc2ccccc2)n1	97.9	1467	-18.8	-4.9	-5.5	-0.2	0.841	1.2	-7.5	0.0	1.1
CCn1c(=O)c2c3c(sc2n(C)c1=O)CCC3	84.1	1878	4.1	1.4	3.3	7.5	·	1	10.1	22.1	1.1
O=C(O)CCn1c(C(=O)O)cc2sccc21	99.2	1506	-11.7	3.4	-5.7	-2.2	1.15	1.1	-7.2	0.8	1
Cc1ccccc1Cn1c(C(=O)OC(C)C)cc2c1ccn2C	96.8	1562	-61.2	6.2	-1.9	16.2	·	1.6	11.5	8.0	1.1
Cc1ccc(NC(=O)C2C3CC4OC(=O)C2C4C3)cc1Cl (stereo unspecified)	100.9	1553	12.5	5.0	-0.1	6.4	·	0.9	9.6	0.0	1
Cc1cc(C)n(-c2ccc(S(N)(=O)=O)cc2[N+](=O)[O-])n1	102.8	1639	-8.3	-0.7	2.7	3.6	0.153	1.1	9.2	0.5	1
ON/C=N/C(=S)Nc1ncc(C(F)(F)F)cc1Cl	92.8	1355	35.4	-6.8	-5.7	-2.6	0.315	0.6	-2.0	13.3	1.1
CC1(C)CC(=O)C=C(NCC2CCCO2)C1 (stereo unspecified)	98.2	1617	1.2	8.6	7.9	5.2	·	1	9.1	6.1	1
COc1cccc(/C=N/n2cnc3ccccc32)c1OC	95.3	1497	8.7	-66.9	-2.1	0.2	1.14	0.9	4.4	5.9	1.1
CCn1c(-c2ccccc2)c[nH]c1=S	91.5	1593	-21.3	-3.3	2.8	1.4	·	1.2	2.9	13.6	1
Cc1ccc(Cn2nnc3c(=O)[nH]c(C4CCN(S(=O)(=O)c5ccccc5)CC4)nc32)cc1	104.6	1580	-1.1	-5.7	4.1	-2.3	0.624	1	-0.8	-0.4	1.1
O=C(Nc1ccc(F)cc1)c1cc(S(=O)(=O)Nc2ccc(F)cc2)cs1	83.8	1592	2.8	8.1	8.7	11.8	·	1	2.5	28.7	1
O=C1C2C3C=CC(C3)C2C(=O)N1CNc1ccccn1 (stereo unspecified)	139.6*	1528	15.3	-1.1	1.2	5.2	·	0.8	6.6	-46.4	1.1
COc1ccc2c(c1)O[C@H](c1ccc3c(c1)OCO3)[C@@H](OC(=O)N[C@H](C)C1CCCCC1)C2=O	107.0	1660	27.6	-7.3	2.7	2.0	-1.95	0.7	3.9	-11.2	1
CC(CCc1ccccc1)NC(=O)c1ccc(Cl)nc1 (stereo unspecified)	98.1	1665	4.0	-1.1	9.4	6.5	·	1	4.6	6.1	1
CC1CCC2C(=O)N(c3ccc(NC4CCCCC4)c([N+](=O)[O-])c3)C(=O)C2C1 (stereo unspecified)	101.8	1518	7.7	-5.9	1.7	6.0	-0.695	0.9	-2.2	-1.8	0.9
CCCc1nnc(SCC(=O)N2C(C)CCCC2C)n1CC1CCCO1 (stereo unspecified)	101.1	1423	13.0	-5.6	-7.3	-6.8	0.135	0.9	1.4	-1.4	1
Nn1c(N2CCCCC2)nc2ccccc21	101.8	1489	13.0	-12.3	-2.2	5.3	0.135	0.9	5.2	-1.9	1
COc1ccc(CCN(Cc2ccc(C(C)C)cc2)S(=O)(=O)c2ccc(S(=O)(=O)N(C)C)cc2)cc1OC	99.4	1633	20.2	-0.1	7.8	2.7	-0.196	0.8	4.2	-1.9	1
O=C(CN(C(=O)CNS(=O)(=O)c1ccccc1)c1ccc2c(c1)OCCO2)NC1CCCCC1	93.7	1930	-6.5	-6.8	12.4	7.4	·	1.1	2.4	11.8	1.1
CN1CCC(NC(=O)c2ccncc2)CC1	94.8	1496	-14.0	11.0	-6.6	-4.1	-0.0462	1.1	5.6	10.9	1
O=C(O)CC12CSc3[nH]c(=O)sc3C1c1ccccc1OC2=O (stereo unspecified)	110.0	1398	7.6	2.9	-1.6	-2.2	·	0.9	-6.3	-3.0	1
O=C(Nc1cccnc1)c1ccc(-c2cc(Cl)ccc2Cl)o1	88.4	1711	-0.8	1.2	2.5	1.5	0.417	1	12.6	18.4	1
C(=C\c1ccccc1)/CN1CCN(Cc2nc(Cc3ccccc3)no2)CC1	107.7	1466	-14.3	-5.8	7.1	-0.6	-2.07	1.1	-4.8	-2.8	1
Cc1ccc2[nH]c3c(c2c1)CN(C(=O)CN1CCN(c2ccccc2)CC1)CC3	105.5	1459	1.0	-1.2	7.9	-6.6	-2.44	1	2.3	2.6	1.1
Cc1nn(-c2ccccc2)c(Oc2ccccc2)c1C=O	97.8	1487	2.4	-2.1	-1.3	2.2	-0.177	1	13.2	3.9	1
COC(=O)Nc1ccc(S(=O)(=O)N2CCCc3cccc(O)c32)cc1	98.2	1445	2.3	9.4	-5.4	-2.4	-0.241	1	-1.7	5.4	1.1
